KCNQ2 inh: KCNQ2 potassium channel inhibitors, primary screen, cell-based, CHO-K1, FluxOR thallium flux, B-score (AID 2156); 310,000 tested, 1.1% active; B-score at 10 µM; 20 min; stronger effect = lower value; O88943;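 active means fluorescence ratio B-score at most minus 3 library SDs, with starting brightness B-score within 2 library SDs, cut at about -5.5 in these data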
Target sequence (O88943 whole entry, looked up): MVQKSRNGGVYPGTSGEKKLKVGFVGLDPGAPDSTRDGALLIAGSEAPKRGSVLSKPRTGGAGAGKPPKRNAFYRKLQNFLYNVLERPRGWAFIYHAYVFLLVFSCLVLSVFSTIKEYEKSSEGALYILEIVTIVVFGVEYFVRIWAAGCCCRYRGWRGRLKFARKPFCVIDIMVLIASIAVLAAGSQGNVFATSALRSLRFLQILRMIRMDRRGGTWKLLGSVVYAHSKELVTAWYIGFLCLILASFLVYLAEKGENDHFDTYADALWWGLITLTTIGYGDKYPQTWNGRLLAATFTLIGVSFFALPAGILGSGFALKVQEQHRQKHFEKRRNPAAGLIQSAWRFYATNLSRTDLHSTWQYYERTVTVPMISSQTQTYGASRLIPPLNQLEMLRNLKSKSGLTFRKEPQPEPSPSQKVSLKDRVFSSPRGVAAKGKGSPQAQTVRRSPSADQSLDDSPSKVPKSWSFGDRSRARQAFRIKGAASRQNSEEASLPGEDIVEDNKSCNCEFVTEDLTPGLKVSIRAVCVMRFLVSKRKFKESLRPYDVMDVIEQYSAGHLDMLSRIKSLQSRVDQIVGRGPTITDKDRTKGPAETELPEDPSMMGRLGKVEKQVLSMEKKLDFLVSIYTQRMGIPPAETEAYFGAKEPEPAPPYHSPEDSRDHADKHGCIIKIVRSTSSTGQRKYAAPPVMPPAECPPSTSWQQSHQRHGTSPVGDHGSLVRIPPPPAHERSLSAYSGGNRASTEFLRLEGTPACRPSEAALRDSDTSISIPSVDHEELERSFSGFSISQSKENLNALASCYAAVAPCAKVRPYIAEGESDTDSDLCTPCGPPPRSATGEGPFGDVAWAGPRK
Kir21 inh: blocks the mouse Kir2.1 inward-rectifier potassium channel; P35561; HEK293-Kir2.1, FluxOR thallium flux fluorescence; stronger effect = lower value; B-score at 10 µM; 310,000 tested, 0.85% active;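 active means fluorescence ratio B-score at or below minus 3 SD of library scores, with starting-brightness B-score within 2 SD, cut at about -4.2 in these data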;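 further: channel flux triggered by added potassium and thallium sulfate stimulus; B-score of peak minus minimum fluorescence over baseline after thallium stimulus; more negative B-score means stronger Kir2.1 block with less thallium influx; some compounds called inactive have numbers as strong as hits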
CHT block: human CHT choline transport inhibition. Q9GZV3. CHT-expressing cells, membrane potential dye, choline response; stronger effect = lower value. B-score at 10 µM. 310,000 tested, 0.86% active;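 active means B-score over 3 SD under the library average, and starting fluorescence ratio not unusually high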;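 further: choline stimulus applied at its EC90 after an EC20 pre-addition; B-score computed on integrated fluorescence ratio after choline addition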
* marks the source's active call; other numbers are inactive results; i = inactive; x = no result given.

SMILES | KCNQ2 inh | Kir21 inh | CHT block
COc1cc2c(cc1NC(=O)CN1CCN(S(=O)(=O)c3ccc(C)cc3)CC1)oc1ccccc12 | i | -2 | i
Nc1ncnc2c1ncn2[C@@H]1O[C@H](CO)C[C@@H]1O | i | 1.6 | i
CN1CCN(C(=S)NC(=O)c2cccc(S(=O)(=O)N(C)C)c2)CC1 | i | -0.11 | i
Nc1ccc(NC(=O)c2ccc(C(=O)Nc3ccc(N)cc3)cc2)cc1 | i | 0 | i
O=C(NC1CC1)c1cc2ccccc2o1 | i | -1.5 | i
CC(O)Cc1nsc(NC(=O)c2cccs2)n1 (stereo unspecified) | i | 0.13 | i
CCc1cc(C(=O)N2CCN(C(=O)c3ccco3)CC2)sc1C | i | 0.95 | i
O=C(Nc1cnn(Cc2c(Cl)cccc2Cl)c1)c1ccc([N+](=O)[O-])cc1 | i | 1 | i
Cc1cccc(CC(=O)NCCS(=O)(=O)N2CCN(c3cccc(Cl)c3)CC2)c1 | i | 0 | i
COc1cc(C(CC(=O)Nc2ccccn2)N2Cc3ccccc3C2=O)cc(OC)c1OC (stereo unspecified) | i | -0.72 | i
CCc1nnc(NC(=O)C2=CCN(S(=O)(=O)c3ccc(F)cc3)CC2)s1 | i | 0.67 | i
CCC(C)NC(=O)C1c2ccccc2C(=O)N1Cc1ccc(F)cc1 (stereo unspecified) | i | 0.5 | i
CCOC(=O)CN1CC23C=CC(O2)C(C(=O)NCc2ccccc2OC)C3C1=O (stereo unspecified) | i | 0.21 | i
Cc1ccc(NC(=S)N2CCCCC2CO)cc1C (stereo unspecified) | i | 0.99 | i
CC(C)NS(=O)(=O)c1ccc(OCC(=O)N2CCc3ccccc3C2)cc1 | i | 0.48 | i
CCN(CC)S(=O)(=O)c1ccc(-c2csc(C)n2)cc1 | i | 1.4 | i
O=C(Nc1nc2ccc(SC(F)F)cc2s1)c1ccc(NS(=O)(=O)c2ccc(F)c(F)c2)cc1 | i | 3.9 | i
COc1ccc2nc(SCc3cnc(C)nc3N)[nH]c2c1 | i | -0.78 | i
Cc1nc(C(C)NC(=O)c2ccc(OC3CCN(Cc4ccccn4)CC3)cc2)c(C)s1 (stereo unspecified) | i | -0.7 | i
O=C(CN1C(=O)C2C3C=CC(C3)C2C1=O)Nc1nc(-c2ccccn2)cs1 (stereo unspecified) | i | 0.85 | i
CCOc1ccc(-c2cc(CCCC(=O)N3CCN(c4ccc(OC)cc4)CC3)no2)cc1 | i | -0.99 | i
O=C(c1ccc(S(=O)(=O)N2CCC(c3nc4ccccc4[nH]3)CC2)cc1)N1CCOCC1 | i | -0.01 | i
Nc1nc(SCc2c(Cl)cccc2Cl)n[nH]1 | i | 0.47 | i
C/C(=N\NC(=O)c1c(Cl)cnn1C)c1ccc(NC(=O)c2ccncc2)cc1 | i | 1.8 | i
Cc1ccc(-n2c(C)nc3c(cnn3-c3ccccc3Cl)c2=O)cc1C | i | -2.6 | i
SMILES | KCNQ2 inh | Kir21 inh | CHT block
COc1ccc(C(=O)N(Cc2nc(-c3ccc(C)cc3)no2)C2CCCCC2)cc1OC | i | -1.5 | i
CCN(CC(=O)Nc1c(F)cccc1F)C(=O)c1cc([N+](=O)[O-])ccc1N1CCCCC1 | i | 2.4 | i
COc1ccccc1N1CCN(C(=O)C(=O)c2cn(CC(=O)N3CCCC3)c3ccccc23)CC1 | i | 2.4 | i
O=C(Nc1ccccc1)OC1CCS(=O)(=O)C1 (stereo unspecified) | i | 0.11 | i
CCN(CC)CCCNC(=O)c1oc2ccc3c(c2c1C)C(O)CC(C)(C)O3 (stereo unspecified) | i | 0.95 | i
COc1ccc(CC(=O)OCC(=O)N2CCCC(C)C2)cc1 (stereo unspecified) | i | -0.01 | i
Cc1ccc(O)c(C(=O)c2cnc3c(c2)CN(C)C(=O)N3)c1 | i | -0.02 | i
Cc1cc2nsnc2c(S(=O)(=O)N2CCN(C)CC2)c1C | i | -2.9 | i
O=C(NC1CCCCC1)c1ccc2c(c1)S(=O)(=O)c1ccccc1C2=O | i | -0.02 | i
Cc1cc(C(F)(F)F)nn1CC(=O)Nc1ccc(Br)c2cccnc12 | i | -0.96 | i
Cc1ccc(NC(=O)N2CCN(C(=O)C3CCCO3)CC2)cc1 (stereo unspecified) | i | 0.06 | i
CCOC(=O)c1[nH]c(C)c(C(=O)OCC(=O)NC2CCS(=O)(=O)C2)c1C (stereo unspecified) | i | -0.39 | i
COc1ccc(-c2csc(NC(=O)CS(=O)(=O)c3ccccc3)n2)cc1 | i | -0.78 | i
CCC(=O)c1ccc(OCc2ccc(C#N)cc2)cc1 | i | -1.5 | i
Cc1nc(=O)c(-c2ccccc2)c(C)n1-c1ccc(S(N)(=O)=O)cc1 | i | -0.8 | i
CCCN1C(=O)C(O)(C2COC(C)(C)CC2=O)c2ccccc21 (stereo unspecified) | i | 0.39 | i
S=C(Nc1cccc2ccccc12)N1CCN(c2ncccn2)CC1 | i | 1.8 | i
COc1ccc(NC(=O)/C(=C\c2ccc(OC)c(OC)c2)NC(=O)c2ccco2)cc1 | i | 2 | i
CCN(c1cc(C)cc(C)c1)S(=O)(=O)c1nnc(NC(=O)C(C)C)s1 | i | -0.11 | i
CCCCC(=O)N1CCCC(C)C1 (stereo unspecified) | i | 1.4 | i
CCN(CC)CCOC(=O)C(Cc1cccc2ccccc12)CC1CCCO1 (stereo unspecified) | i | 0.79 | i
COc1ccc(NC(=O)C(=O)Nc2cccc3ccccc23)c(OC)c1 | i | 0.63 | i
COc1cc(Cl)ccc1OCc1cc(C(=O)N(C)C2CCOC2)no1 (stereo unspecified) | i | -0.46 | i
N#Cc1c(SCC(=O)Nc2nc3ccc(Br)cc3s2)sc2c(O)cc(=O)[nH]c12 | i | 0.78 | i
Cc1cccc(NC(=O)CN2C(=O)S/C(=C\c3ccc(O)c([N+](=O)[O-])c3)C2=O)c1 | i | 1.4 | i
SMILES | KCNQ2 inh | Kir21 inh | CHT block
COc1ccc(S(=O)(=O)N2CCOCC2)cc1NC(=O)c1cc2c(s1)CCCC2 | i | -0.34 | i
CC(=O)Nc1ccc(CN2CCCC(C(=O)c3cccc(C(F)(F)F)c3)C2)cc1 (stereo unspecified) | i | -0.88 | i
Cc1ccc(C(=S)N2CCN(Cc3ccccc3)CC2)s1 | i | 0.29 | i
Cc1nn(C(=O)N2CCOCC2)c(C)c1CN1C(=O)c2ccccc2C1=O | i | 0.22 | i
CC1CCCN(C(=O)NC2CC(=O)N(c3ccc4c(c3)OCCO4)C2)C1 (stereo unspecified) | i | -2.4 | i
COCCSc1nnc(NC(=O)C2CCN(C(=O)c3ccco3)CC2)s1 | i | 1.7 | i
COc1ccccc1N1CCN(C(c2cccs2)c2nnnn2C2CCCC2)CC1 (stereo unspecified) | i | 0.81 | i
N=C1S/C(=C\c2ccco2)C(=O)N1c1ccc2c(c1)OCO2 | i | 0.06 | i
COc1ccc(S(=O)(=O)N2CCCCCC2)cc1NC(=O)c1ccccc1 | i | -0.03 | i
Oc1c(C=C2N=c3ccccc3=N2)sc(=S)n1-c1ccccc1 | i | 0.78 | i
COc1ccccc1C(=O)N1CC(=O)Nc2ccc(C)cc2C1c1ccc(F)cc1 (stereo unspecified) | i | -0.65 | i
COc1ccc(OC)c(NC(=O)C2CCN(S(C)(=O)=O)CC2)c1 | i | -0.17 | i
CC1=C(C(=O)NCc2ccccn2)C2(CCC(C)CC2)OC1=O (stereo unspecified) | i | 2.1 | i
CC(C)=CC(=O)OCC(=O)Nc1ccc(Cl)cn1 | i | -1.6 | i
COCCn1c(SCC(=O)Nc2cc(C)on2)nnc1-c1c[nH]c2ccccc12 | i | 0.08 | i
O=C(CSc1nc(-c2ccccc2)cc(=O)[nH]1)Nc1ccccc1F | i | -3.9 | i
COc1ccc(C2=CSC3=NNC4(CCCCC4)NN23)cc1 | i | 0.83 | i
O=C(O)c1cccc(NC2=Nc3cccc4cccc2c34)c1 | i | -4.1 | i
COc1cccc(OCCNC(=O)c2ccc(C)cc2)c1 | i | 1.2 | i
CCS(=O)(=O)NCCNc1ccc([N+](=O)[O-])cc1 | i | 0.42 | i
S=C(Nc1ccccc1)Nc1ccc(OCc2ccccc2)cc1 | i | 1 | i
COc1ccc(OC)c(-n2c(-c3ccc(C)cc3)n[nH]c2=S)c1 | i | 0.54 | i
CC1CCN(C(=O)Cn2nnc(-c3ccc([N+](=O)[O-])cc3)n2)CC1 | i | 0.12 | i
O=C1CC(=O)C(n2cncn2)C(c2ccc(Cl)cc2)C1 (stereo unspecified) | i | -0.62 | i
CC(C)CCN1CC(O)=C(c2nc3ccccc3[nH]2)C1=N | i | 0.05 | i

Arranged by heavy-atom count (largest number first): 3 of the compounds above.
SMILES | KCNQ2 inh | Kir21 inh | CHT block
CC1CCN(C(=O)Cn2nnc(-c3ccc([N+](=O)[O-])cc3)n2)CC1 | i | 0.12 | i
COc1ccc(OC)c(NC(=O)C2CCN(S(C)(=O)=O)CC2)c1 | i | -0.17 | i
O=C(O)c1cccc(NC2=Nc3cccc4cccc2c34)c1 | i | -4.1 | i

Continuation:
SMILES | KCNQ2 inh | Kir21 inh | CHT block
Cc1c(C(=O)NCCCn2ccnc2)oc2ccccc12 | i | -0.99 | i
CCC(C)c1c(O)nc(SCC(=O)Nc2ccccc2)[nH]c1=O (stereo unspecified) | i | 2 | i
COc1cc(CNCCO)cc(Br)c1OCc1ccccc1Cl | i | -13* | i
CS(=O)(=O)Nc1ccc(C2=NN(C(=O)c3ccco3)C(c3cccc(F)c3)C2)cc1 (stereo unspecified) | i | 1.9 | i
O=c1c(Cc2c(F)cccc2Cl)c(O)ccn1Cc1ccc(F)cc1 | i | 0.59 | i
COC(=O)Cn1cnc2sc(C)c(S(=O)(=O)N3CCC(C)CC3)c2c1=O | i | 1.2 | i
Cc1cc(NS(=O)(=O)c2ccc(NC(=O)C(C)Oc3ccc4c(C)cc(=O)oc4c3)cc2)no1 (stereo unspecified) | i | 0.44 | i
CCOC(=O)c1ccccc1NC(=O)c1cn(-c2ccc(C)c(C)c2)c(=O)c2ccccc12 | -6.4* | 0.99 | i
CC(=O)Nc1cccc(NC(=O)CSc2ccc3nnc(CCNC(=O)c4ccccc4)n3n2)c1 | i | 0.51 | i
O=C(NCc1cccs1)C1CCCN1C(=O)Nc1cccc(F)c1 (stereo unspecified) | i | 2.1 | i
CCC1CCCCN1CCCNC(=O)CN1C(=O)c2cccnc2Oc2ccc(C)cc21 (stereo unspecified) | i | -1.1 | i
O=C(Cc1ccc(NC2=NC3CS(=O)(=O)CC3S2)cc1)NCc1ccccc1Cl (stereo unspecified) | i | -0.73 | i
C/C(=C\c1ccco1)C1Nc2cccc3cccc(c23)N1 | i | -1.6 | i
Cc1ccc(C(=O)NCC(=O)N2CCN(c3ccccc3)CC2)cc1 | i | 0.94 | i
COCCCNC(=O)C1CCC(=O)N(c2ccc3c(c2)OCO3)C1c1ccc(OC)cc1 (stereo unspecified) | i | -0.12 | i
CN(C)S(=O)(=O)N1CCN(S(=O)(=O)N2CCOCC2)CC1 | i | 0.01 | i
O=C(c1ccco1)N(c1ccccn1)c1ccccn1 | i | -0.54 | i
CC(C)(C)C(=O)NNC(=O)c1ccc(Oc2cc(Cl)cc(Cl)c2)o1 | i | 1.4 | i
O=C(CN1CCN(Cc2ccccc2)CC1)N1CCCc2c1c(=O)oc1ccc(O)cc21 | i | -0.36 | i
CC1=C(C(=O)OC(C)C)C(c2cccs2)N2C(=O)C(C)SC2=N1 (stereo unspecified) | i | 1.5 | i
Cc1ccc(Cn2nc(C)c3cc(C(=O)OCC(N)=O)sc32)cc1 | i | 0.72 | i
CCc1nc2sc3ccccc3c(=O)c2c(=O)n1CCOC | i | -0.11 | i
O=C(NCC1(c2ccccc2)CCCC1)c1ccc(Br)o1 | i | -2.4 | i
N#Cc1c(N)n[nH]c1CCCN | i | -0.29 | i
Cc1cc(C)c(NC(=O)Cc2ccc(-n3cccc3)cc2)c(C)c1 | i | -0.64 | i

For reference, 7 of the compounds above.
SMILES | KCNQ2 inh | Kir21 inh | CHT block
CCC1CCCCN1CCCNC(=O)CN1C(=O)c2cccnc2Oc2ccc(C)cc21 (stereo unspecified) | i | -1.1 | i
O=C(Cc1ccc(NC2=NC3CS(=O)(=O)CC3S2)cc1)NCc1ccccc1Cl (stereo unspecified) | i | -0.73 | i
C/C(=C\c1ccco1)C1Nc2cccc3cccc(c23)N1 | i | -1.6 | i
Cc1ccc(C(=O)NCC(=O)N2CCN(c3ccccc3)CC2)cc1 | i | 0.94 | i
COCCCNC(=O)C1CCC(=O)N(c2ccc3c(c2)OCO3)C1c1ccc(OC)cc1 (stereo unspecified) | i | -0.12 | i
CN(C)S(=O)(=O)N1CCN(S(=O)(=O)N2CCOCC2)CC1 | i | 0.01 | i
O=C(c1ccco1)N(c1ccccn1)c1ccccn1 | i | -0.54 | i

Later entries
SMILES | KCNQ2 inh | Kir21 inh | CHT block
O=S(=O)(c1ccccc1F)N1CCN(c2nc3ccccc3s2)CC1 | i | 0.49 | i
CCCC(=O)Nc1cc(-c2nn(C)c(=O)c3ccccc23)ccc1N1CCOCC1 | i | -0.39 | i
COc1ccc(-c2nc(C(N)=O)c3[nH]c(=O)n(-c4cccc(Cl)c4)c3n2)cc1OC | i | 0.52 | x
O=C(O)c1ccc(Nc2ccc(F)c(F)c2)c([N+](=O)[O-])c1 | i | -0.05 | i
COc1ccc(-n2c3c(c(=O)[nH]c2=O)C(NC(C)=O)(C(F)(F)F)C(=O)N3)cc1 (stereo unspecified) | i | 1.4 | i
Cn1cccc1C(=O)C(=O)Nc1cccc(Cl)c1Cl | i | 0.34 | i

Assay outcomes as filed in PubChem BioAssay.
